Assay outcomes (PubChem)
POLB inh: inhibitors of human DNA polymerase beta; Pol beta primer extension/strand displacement, fluorescence kinetic; Potency, µM (top dose mostly 114 µM), for the others: top-dose activity change, negative = inhibition, actives largely listed as inhibitors; actives 1.3% (n = 340,000); note: potency is the fitted concentration of half-maximal effect; % is set by controls: 0 for no effect and ±100 for the full control effect
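Curves were derived by four-parameter Hill fits of normalized qHTS data. The kinetic fluorescent primer-extension read was taken at 0 and 10 min after 50 nM substrate, following a 15 min room-temperature preincubation of 10 nM enzyme with compounds.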
Pol eta inh: DNA polymerase eta (human) inhibition. Q9Y253. recombinant Pol eta, fluorescent DNA replication assay. Potency, µM (top dose mostly 114 µM), inactives show at the top dose activity change, negative = inhibition, most hits filed as inhibitors. actives 1.2% (n = 390,000); note: potency is the fitted concentration of half-maximal effect; % is set by controls: 0 for no effect and ±100 for the full control effect
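Pol eta (10 nM) was preincubated with compounds for 15 min at room temperature, after which fluorescent replication substrate (50 nM final) was added to start the reaction. Fluorescence was read kinetically at 0 and 10 min.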
LDHA inh: inhibitors of human lactate dehydrogenase A; P00338; purified LDHA, NADH/diaphorase-resazurin fluorescence; stronger effect = lower value; activity change, % (values are at about 110 or 230 µM); actives 0.15% (n = 480,000); AID 1347041; in the data active = activity change below about -30%; inconclusive = mostly about -25% to -30%;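 note: plate controls were DMSO wells for no effect and wells without enzyme for full effect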
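Remaining NADH was detected by diaphorase (0.133 mg/mL) converting 37 µM resazurin to fluorescent resorufin, read at 0 and 20 minutes. The preceding 5-minute room-temperature reaction used 2 nM LDHA, 0.2 mM sodium pyruvate and 0.06 mM NADH at pH 7.4.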
Apoferritin bind: binds horse apoferritin like a general anesthetic. P02791. apoferritin/1-aminoanthracene competitive binding, fluorescence. Potency, µM (highest dose often 77.5 µM), inactives show at the highest dose activity change, negative = displacement, actives largely listed as inhibitors. actives 0.074% (n = 350,000); note: potency is the fitted concentration of half-maximal effect; % is set by controls: 0 for no effect and ±100 for the full control effect; nearly all actives have a fitted effect of over 20% in size
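Probe: 1-aminoanthracene (50% saturated, PBS). Protein: horse-spleen apoferritin, 10 uM. Incubation: 10 min, room temperature. Detection: 380 nm excitation, 535 nm emission. Analysis: normalized response, four-parameter Hill.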
BLM inh: blocks DNA unwinding by human BLM helicase; P54132; recombinant BLM DNA unwinding, fluorescence dequenching; Potency, µM (highest dose often 56.1 µM), for inactives: at the top dose activity change, negative = inhibition, actives largely listed as inhibitors; actives 0.2% (n = 350,000);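 note: potency is the fitted concentration of half-maximal effect; plate controls were vehicle for no effect and no enzyme for full effect; nearly all actives have a fitted effect of over 35% in size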
POLI inh: DNA polymerase iota (human) inhibition; Q9UNA4; Pol iota fluorescent replication assay, 10 min; Potency, µM (titrated, usually from 115 µM), for inactives: at the top dose activity, negative = inhibition, usual class: inhibitors; actives 1% (n = 390,000); AID 588590; note: potency is the fitted concentration of half-maximal effect
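Pol iota at 10 nM preincubated 15 min with compounds at room temperature; reaction started with fluorescent substrate, 50 nM final. Fluorescence read kinetically at 0 and 10 min; buffer-only wells as negative control.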
POLK inh: inhibitors of human DNA polymerase kappa | purified Pol kappa, fluorescent DNA synthesis assay, 10 min | AID 588579 | Q9UBT6 | Potency, µM (top dose mostly 107 µM), inactives show at the top dose activity, negative = inhibition, most hits filed as inhibitors | actives 0.53% (n = 400,000); note: potency is the fitted concentration of half-maximal effect; % is set by controls: 0 for no effect and ±100 for the full control effect
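Enzyme at 10 nM met test compounds for 15 min at room temperature. Substrate addition (50 nM final) began the reaction, which was monitored by fluorescence at 0 and 10 min.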
APEX1 inh: blocks human APE1 abasic DNA cleavage | Potency, µM (doses to about 65.8 µM), without a hit: at the highest dose activity change, negative = inhibition, usual class: inhibitors | actives 0.35% (n = 350,000) | recombinant APE1, TAMRA/BHQ-2 abasic DNA cleavage fluorescence;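 note: potency is the fitted concentration of half-maximal effect; plate controls were vehicle for no effect and reference inhibitor for full effect; nearly all actives have a fitted effect of over 55% in size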
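Enzyme (0.75 nM final) and test compound are incubated 15 min at room temperature before adding 50 nM quenched THF abasic-site duplex. Cleavage dequenches TAMRA, followed at 525/598 nm over three reads one minute apart.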
Glioma ERSR ind: induces the endoplasmic reticulum stress response in human glioma cells | Potency, µM, for inactives: top-dose activation, usual class: activators | U87-MG GRP78 promoter luciferase reporter, 16 h | actives 0.02% (n = 420,000) | AID 602332; note: potency is the fitted concentration of half-maximal effect; series mostly up to about 76 µM; % of control where 0% means no effect; nearly all actives have a fitted effect of over 35% in size
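Stably transfected U87-MG human glioma cells carrying a GRP78-based luminescent sensor were seeded at 1000 cells/well, pin-dosed with compounds and incubated 16 h. Luciferase reagent was then added, and end-point luminescence was read after 10 min at room temperature.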
* hit, by the source's call; u = inconclusive; x = not tested or not shown; & = joins results of further samples; [ ] = remark or other dose. Unless noted, calls come from the whole dose curve; as a rule, active = well fitted curve in the direction sought with a large enough effect; inconclusive = small, poorly fitted or top-dose-only effect, or another doubt; inactive = no such curve, though single readings can be large; an effect the other way counts as inactive or inconclusive. Not all compounds are listed. The share of hits here may be higher or lower than overall.

SMILES	POLB inh	Pol eta inh	LDHA inh	Apoferritin bind	BLM inh	POLI inh	POLK inh	APEX1 inh	Glioma ERSR ind
CC(=O)SCC[N+](C)(C)C	u	-3%[57.1 µM]	-6	-2%	-1%	10%[58.9 µM]	-1%[60.1 µM]	-4%&10%	-4%&-2%
O=C(NCc1ccc(N2CCCC2=O)cc1)c1cc(COc2c(F)cccc2F)on1	12%	-14%	2	u	-15%	0%	-11%	14%	-1%
Cc1ccc(S(=O)(=O)NC(=NCC(=O)O)c2ccc(F)cc2)cc1	20%	-8%	-10	-11%	-2%	27%	2%	8%	-3%
O=S(=O)(NCc1ccccc1)c1cccc2nsnc12	-7%	-15%	1	-6%	-3%	2%	0%	-3%	-2%
CC(C)NC(=O)CN1CCC(c2ccccc2)C(O)C1 (configuration not stated)	2%	15%	0	-3%	-6%	-3%	4%	7%	-2%
Cc1ccc(CNC(=O)CN2C(=O)CSc3ccc(S(=O)(=O)N4CCCCC4)cc32)cc1	30%	1%	-3	-9%	-4%	1%	-1%	3%	-9%
CCn1nc(C)cc1Nc1ccccc1	-1%	8%	0	-24%	1%	24%	-2%	15%	6%
COc1ccc(C2/C(=C(/O)c3ccccc3)C(=O)C(=O)N2CC(C)O)c(OC)c1 (configuration not stated)	15%	2%	0	-15%	0%	5%	-20%	-3%	0%
Fc1ccc(N2CCN(c3ncnc4onc(-c5ccc(Cl)cc5)c34)CC2)cc1	-10%	-23%	1	-10%	-9%	23%	-14%	x	6%
CCOc1ncc(S(=O)(=O)N2CCN(CC)CC2)cc1C(=O)O	22%	-22%	-4	-3%	-1%	44%	-4%	-6%	6%
CC(=O)Nc1ccc(NC(=O)COC(=O)CCc2nc3ccccc3s2)cc1	0%	-16%	-4	-8%	0%	62%[activator]	2%	1%	-5%
Cc1cc(Cl)nc2ccccc12	x	x	-2	x	x	0%	-4%	x	-3%
COc1cc(CN/C(C)=C(\C#N)C(N)=O)cc(OC)c1OC	5%	-1%	-19	-1%	-1%	6%	-8%	1%	-4%
O=C(NNC(=O)c1ccccc1F)c1ccc(S(=O)(=O)N2CCCC2)cc1	x	-18%	-9	x	x	89%[activator]	-8%	8%	-2%
Cc1ccc(Cl)cc1N1CCN(C(=O)Cc2c(C(=O)O)[nH]c3ccccc23)CC1	-10%	-7%	0	-13%	0%	226%[activator]	1%	-2%	-1%
C/C(=N\NS(=O)(=O)c1ccc(C)c([N+](=O)[O-])c1)c1ccc2c(c1)OCO2	12%	-6%	2	-20%	-2%	30%	17%	-6%	-3%
Nc1nc2c(c(=O)[nH]1)N(C=O)[C@H](CNc1ccc(C(=O)N[C@@H](CCC(=O)O)C(=O)O)cc1)CN2	x	x	x	10%[29.3 µM]	5%[21.4 µM]	x	1%[19.4 µM]	x	-5%
Cc1cccc(C)c1NC(=O)CCCn1nc(C)c2c(C)n(-c3ccccc3)nc2c1=O	3%	-13%	2	-2%	-3%	32%[activator]	0%	18%	-4%
COc1cc2c(cc1NC(=O)CSc1nnc(COc3ccc(Cl)cc3)n1C)oc1ccccc12	20%	-10%	-1	-8%	-10%	20%	-5%	5%	-2%
O=C(CCC(=O)c1cccs1)Nc1nc2ccccc2s1	x	-16%	-14	x	x	56%[activator]	-5%	x	8%
NC(=S)N/N=C/c1cccc(O)c1O	-2%	-8%	25	2%	1%	79µM*	u	u	2%
CC(CCc1ccccc1)OS(N)(=O)=O (configuration not stated)	-12%	-16%	-7	-19%	-1%	28%	6%	29%	-4%
COc1cccc(N2CC(C(=O)Nc3nnc(SCCC4OCCO4)s3)CC2=O)c1 (configuration not stated)	-10%	45µM*	-4	u	-8%	u	-19%	54%[activator]	-2%
C[C@@H]1NC(=O)[C@H](CCC(N)=O)NC(=O)c2cc([N+](=O)[O-])cc(I)c2NCC[C@@H](C(N)=O)NC1=O	20%	-14%	7	3%	-1%	-2%	1%	u	-2%
CN(C)S(=O)(=O)c1ccc(C(=O)NC(=O)CSc2nnnn2C)cc1	x	-19%	-5	x	x	107%[activator]	-3%	-14%	-3%

(listing goes on)
SMILES	POLB inh	Pol eta inh	LDHA inh	Apoferritin bind	BLM inh	POLI inh	POLK inh	APEX1 inh	Glioma ERSR ind
O=C(N/C(=C/C=C/c1ccccc1)C(=O)N1CCOCC1)c1ccccc1Br	-2%	-5%	-1	-9%	-6%	104%[activator]	-4%	u	-2%
Cc1ccc(C)c(OCC(=O)N2CCN(C(=O)c3ccco3)CC2)c1	9%	-10%	-1	0%	4%	-2%	1%	24%	-4%
CC(=O)c1cc2c(cc1NC(=O)c1ccc(C)cc1)OCCO2	54%[activator]	-12%	-8	-4%	-1%	49%[activator]	-5%	-14%	-5%
NC(=O)N/N=C/c1ccc2cccc(OCc3ccccc3)c2n1	-11%	-5%	-2	38%[activator]	5%	48%[activator]	-11%	0%	5%
CC(=O)c1cc2c(cc1O)OC(C)(C)C=C2	x	x	x	-21%	0%	x	-5%[60.1 µM]	16%	-2%
Cc1ccc(-n2ncc3c(NCC4CCCO4)ncnc32)c(C)c1 (configuration not stated)	3%	-12%	0&9	-5%	2%	9%	-12%	0%	-1%
CC(=O)Nc1ccc(S(=O)(=O)NCc2ccc3[nH]c(C)cc3c2)cc1	-4%	-11%	-5	-3%	-2%	-6%	-34%	-1%	-4%
O=C(NC1CCSc2ccccc21)c1ccccc1Br (configuration not stated)	16%	-5%	-4	-10%	-5%	15%	-7%	4%	-2%
Cc1ccc(S(=O)(=O)N(C)CC(=O)NNC(=O)CCC(=O)c2ccc(F)cc2)cc1	x	-9%	-5	x	x	41%[activator]	-14%	6%	-4%
Cc1ccc(N2C(=O)C(CC(=O)Nc3cccc(F)c3)N(C3CC3)C2=O)cc1 (configuration not stated)	8%	-16%	-9	-5%	-1%	-25%	-5%	-6%	6%
Cc1ccc2c(c1)c(=O)c(C(=O)c1ccc3c(c1)OCO3)cn2Cc1ccc(Cl)cc1	-1%	-14%	-10	-17%	-13%	-1%	-18%	x	-2%
O=C(Cn1c(=O)oc2ccccc21)N(Cc1ccccc1)C1CCS(=O)(=O)C1 (configuration not stated)	-2%	-9%	-4	-8%	-1%	u	4%	2%	-4%
O=c1cnnc(N/N=C/C2CC=CCC2)[nH]1 (configuration not stated)	5%	-15%	2	-4%	-8%	32%[activator]	-3%	14%	0%
O=C(O)CC1S/C(=N/N=C/c2ccc([N+](=O)[O-])cc2)N(c2ccc(O)cc2)C1=O (configuration not stated)	3%	-18%	-3	-13%	-6%	50%[activator]	-5%	-2%	0%
O=C(/C=C/c1ccc(F)cc1)Nc1ccc2[nH]c(=O)[nH]c2c1	27%	-19%	-4	13%	-5%	21%	-17%	8%	0%
COc1ccc([C@@H]2[C@@H]3C(=O)N(C(C)(C)C)C(=O)[C@@H]3[C@]3(Cc4ccccc4)C(=O)N(c4ccc(C)cc4)C(=O)N23)cc1	x	-15%	-15	x	x	-13%	-19%	-7%	0%
CNC(=O)c1snnc1-c1ccccc1	33%	-20%	-1	-11%	-6%	-3%	-4%	16%	5%
CC1(C)CC(=O)C2=C(C1)OC(c1ccc(O)cc1)C(C#N)=C2N (configuration not stated)	-1%	-14%	2	3%	-7%	57%[activator]	-3%	1%	-4%
COc1ccccc1N(CC(=O)Nc1ccc(S(=O)(=O)N2CCCCC2)cc1)S(C)(=O)=O	8%	-3%	-1	-13%	-6%	-4%	-11%	1%	-3%
Cc1noc(C)c1CSCC(=O)Nc1ccccc1N1CCCC1	x	-9%	0	x	x	21%	-3%	x	-2%
Cc1c(NC(=O)Nc2ccccc2Cl)c(=O)n(-c2ccccc2)n1C	-12%	4%	-7	2%	-1%	15%	-21%	0%	8%
CN(C)S(=O)(=O)c1cccc(NC(=O)CCNC(=O)Nc2ccccc2)c1	x	-12%	1	x	x	-18%	6%	-18%	-6%
Cc1ccc(S(=O)(=O)N(CC(=O)NN=C2CCN(C)CC2)c2ccc(C(C)C)cc2)cc1	13%	-12%	-7	-13%	-10%	107%[activator]	-1%	-1%	-1%
Cc1ccc(S(=O)(=O)N(C)C)cc1NC(=O)COC(=O)/C=C/c1ccc2ccccc2n1	x	0%	-5	x	x	6%	-4%	15%	-2%
CCNc1nc2c(c(=O)n(Cc3ccccc3)c(=O)n2C)n1Cc1ccccc1	26%	-7%	-1	-19%	-6%	-3%	u	-4%	-7%

Sorted by the number under LDHA inh (rising): three from the list above
Structure | LDHA inh
CC(=O)Nc1ccc(S(=O)(=O)NCc2ccc3[nH]c(C)cc3c2)cc1 | -5
COc1ccccc1N(CC(=O)Nc1ccc(S(=O)(=O)N2CCCCC2)cc1)S(C)(=O)=O | -1
Cc1noc(C)c1CSCC(=O)Nc1ccccc1N1CCCC1 | 0

Next part:
SMILES	POLB inh	Pol eta inh	LDHA inh	Apoferritin bind	BLM inh	POLI inh	POLK inh	APEX1 inh	Glioma ERSR ind
COc1ccc(-c2csc(CCn3nc(C)cc3C)n2)cc1OC	-3%	-3%	-4	-5%	-2%	-8%	-9%	-3%	-1%
Cc1occc1-c1nnc(SCC(=O)c2c(N)n(Cc3ccccc3)c(=O)n(C)c2=O)n1C	15%	-10%	0	-8%	0%	25%	-5%	0%	-2%
CCOC(=O)N/N=C1\CCS(=O)(=O)c2ccc(Cl)cc21	u	-14%	-13	-10%	-2%	18%	-14%	2%	-4%
Cc1ccc(OCC2Cn3c(nc4c3c(=O)n(C)c(=O)n4C)O2)cc1 (configuration not stated)	11%	3%	-8	-10%	2%	2%	-3%	-1%	-5%
Cc1ccc(NC(=O)COC(=O)c2cc(Cl)ccc2[N+](=O)[O-])cc1	29%	-23%	-8	-21%	-7%	6%	-14%	-20%	5%
Oc1ccc(O)c(/C(=N/Nc2ccccc2)c2ccccc2)c1	0%	x	x	u	-1%	x	x	16%	x
COc1ccc2[nH]c3c(c2c1)CCN1C(=O)C(CC(=O)NCc2cccc(C(F)(F)F)c2)C[C@H](C(=O)N2CCOCC2)[C@@]31C (some centres not stated)	x	-9%	4	x	x	1%	9%	-7%	-3%
Cn1c(=O)c2sccc2n2c(CCCC(=O)Nc3ccc(F)cc3F)nnc12	32%&12%	-8%&-15%	-5&-8	1%&-2%	4%&3%	16%&13%	1%&10%	6%	0%&0%
